Compound activity as filed in PubChem BioAssay.
NCI-60 one-dose screen, 48 h, at 10 µM unless noted. Numbers give growth in % (100 = growth as untreated, 0 = no growth, -100 = all killed).
DU-145: DU-145 prostate cancer. hit rate 4.2% among 81,000
SF-268: SF-268 CNS cancer cells | hit rate 3.1% among 82,000 | AID 1794759
SNB-19: SNB-19 CNS cancer cells; hit rate 2.5% among 81,000; AID 1794751
OVCAR-8: OVCAR-8 ovarian cancer | hit rate 4.4% among 81,000 | AID 1794782
SF-539: SF-539 CNS cancer | hit rate 6.8% among 81,000
U251: U251 CNS tumor cells. hit rate 5.4% among 80,000
PC-3: PC-3 prostate cancer cells; hit rate 3.9% among 80,000; AID 1794754
SF-295: SF-295 CNS cancer cells; hit rate 5.6% among 79,000; AID 1794758
The depositor's hits bear a star; x = not tested or not shown. The calls were made as follows: active = growth percent below 10; inactive = the rest.

SMILES	DU-145	SF-268	SNB-19	OVCAR-8	SF-539	U251	PC-3	SF-295
O=C1/C(=C/C=C/c2ccco2)SC(=S)N1CC(=S)C1C=CS(=O)(=O)C1 (stereo unspecified)	97	91	95	97	99	89	97	89
N#CCCNNc1ccccc1	111	103	96	102	97	98	102	86
CCOC(=O)COc1ccc2c(c1)O/C(=C\c1ccc(O)cc1)C2=O	106	94	102	105	102	107	112	101
Cc1nc(-c2ccc(Cl)cc2)ccc1-c1nnc(SCC(C)C)o1	100	101	97	103	99	106	93	95
Cc1ccc2c(c1Cl)C(=O)c1ccccc1C2=O	119	102	97	97	112	100	105	118
COc1cc(C2CC(c3ccc(Cl)cc3)=NN2)ccc1Oc1ccnc2cc(Cl)ccc12 (stereo unspecified)	96	91	83	96	96	92	85	93
COc1ccc(OCC(=O)Nc2ccc(-c3nc4ccccc4s3)cc2C)cc1	110	94	x	113	90	96	76	100
CCOC(=O)c1ccccc1OCc1ccccc1	104	99	108	99	108	89	98	96
CCN(CC)CCOC(=O)c1c(OC)ccc(OC)c1OC	113	106	101	103	97	102	94	95
COc1nc(OC)nc(-c2cc(C(=O)c3ccc(Br)cc3)n3cc(C)cc(C)c23)n1	76	55	29	55	26	x	73	49
N#Cc1c(-c2ccccc2Cl)cc(-c2ccc3ccccc3c2)[nH]c1=O	49	23	17	12	17	-2.5*	61	1.6*
CCCCCc1ccc(S(=O)(=O)Nc2cc(-c3csc(NC(C)=O)n3)ccc2N2CCN(C)CC2)cc1	76	72	75	70	62	12	41	50
C=C1C(=O)O[C@H]2[C@H]1CC/C(CNC(=O)/C=C/c1ccc(Br)cc1)=C\CC[C@@]1(C)O[C@@H]21	-99*	-29*	16	2.5*	-92*	-28*	-55*	50
C/C(=C/C(C)(C)C)C(=O)C(C)(C)C	121	104	108	95	100	99	103	105
COC(=O)CC1SC(c2cccc(F)c2)N(c2nnc(COc3ccc(F)cc3)s2)C1=O (stereo unspecified)	120	118	104	112	102	105	40	x
CC(C)CC1NC(=O)C(CCCN)NC(=O)C(C(C)C)NC(=O)C2CCCN2C(=O)C(Cc2ccccc2)NC(=O)C(CC(C)C)NC(=O)C(CCCN)NC(=O)C(C(C)C)NC(=O)C2CCCN2C(=O)C(Cc2ccccc2)NC1=O (stereo unspecified)	-52*	-85*	-83*	-42*	-82*	-94*	-49*	-77*
Cc1oc2c(C)c3oc(=O)cc(C)c3cc2c1CCl	73	76	81	87	x	83	91	87
CCOC(=O)c1cc2c([nH]1)-c1nc(Nc3ccccn3)sc1CCC2	67	65	106	67	92	71	51	95
O=C(Cc1ccccc1)C(F)(F)F	103	99	109	103	97	98	96	101
CSc1ncc(Br)c(Nc2ccccc2C)n1	106	103	98	98	92	95	98	103
O=C1c2ccccc2C(=O)N1C1CCCCC1	110	101	106	104	100	93	99	91
O=c1ccn(Cc2ccccc2)c(SCc2ccccc2)n1	117	105	101	103	x	102	92	111
NC(=S)N/N=C/c1cn(-c2ccccc2)nc1-c1cc2ccccc2oc1=O	85	66	57	65	57	45	67	48
CCCCCCN1C(=O)/C(=c2\sc3n(c2=O)C2C(NN=3)N(CC)C(=O)N2CC)c2ccccc21 (stereo unspecified)	24	27	22	-22*	-55*	-21*	15	-23*
CNS(=O)(=O)Oc1ccc(-c2cn3ccsc3n2)cc1	103	99	99	101	101	105	101	95
Other structures:
SMILES	DU-145	SF-268	SNB-19	OVCAR-8	SF-539	U251	PC-3	SF-295
OCCNCCNc1c2ccccc2nc2ccccc12	88	56	x	46	70	55	87	95
CC(=O)c1sc(Nc2nc(O)c(C3=c4cc(Cl)ccc4=NC3=O)s2)nc1C	104	104	108	100	108	108	90	113
COc1ccc2oc(=O)c(-c3nn(-c4ccccc4)cc3-c3nn[nH]n3)cc2c1	105	107	105	108	98	110	94	101
COc1cc(OC)c(C(=O)/C=C/c2cccc(C(F)(F)F)c2)c(OC)c1	12	15	14	14	-0.2*	9.4*	42	17
NC(=O)COCCO	111	107	105	109	102	102	107	105
CCOC(=O)c1ccc[n+]([O-])c1	119	111	104	101	108	104	102	108
FC(F)(F)c1nn[nH]n1	100	94	116	105	106	99	97	106
O=C(CSc1nnc(-c2c[nH]c3ccccc23)o1)Nc1cc([N+](=O)[O-])ccc1F	103	72	76	89	95	102	103	112
Cc1cccc(C)c1Nc1n[nH]c(=S)s1	105	99	109	105	99	103	98	99
CC(=O)OC1CC(C)CCC1C(C)C (stereo unspecified)	103	102	95	95	95	104	93	100
O=C(Nc1cccnc1Nc1ccc(Cl)cc1)c1cn(Cc2cccc(Oc3ccccc3)c2)nn1	60	45	50	54	34	39	35	29
COc1ccc(/C(N)=N/C(N)=N/c2nc3ccccc3s2)cc1	81	79	86	97	91	68	62	52
O=C(Cn1cc(CN2CCN(c3ccnc4cc(Cl)ccc34)CC2)nn1)Nc1ccccc1F	111	93	91	103	104	96	81	99
Oc1ccc(/C=N/c2n[nH]c(-c3ccc(Cl)cc3)n2)c(O)c1O	101	91	93	93	92	92	88	97
CCN1CCN(C(C(=O)NC(C)(C)C)c2ccc(Cl)cc2)C(=O)c2ccccc2C1=O (stereo unspecified)	110	99	105	91	106	90	86	103
C=C(C)[C@@H]1CC[C@]2(C(=O)N[C@H](CO)Cc3ccccc3)CC[C@]3(C)[C@H](CC[C@@H]4[C@@]5(C)CCCNC(C)(C)[C@@H]5CC[C@]43C)[C@@H]12	-87*	-81*	-88*	-76*	-88*	-90*	-85*	-92*
CNN(C)c1c(C)cc(C)cc1C	102	96	110	103	96	107	102	127
COc1ccc(-c2csc(NC(=O)CSc3nc(-c4ccccc4)c(C#N)c(=O)[nH]3)n2)cc1	110	107	100	102	103	97	101	97
O=C(NCCc1ccccc1)/C(=C\c1ccc(Cl)cc1Cl)NC(=O)c1ccccc1	x	95	99	95	94	97	89	99
CN(C)CCN1C(=O)c2cccc3cc(N)cc(c23)C1=O	4.5*	38	24	x	33	18	13	21
OC(COc1ccc(Cl)cc1)CN1CCCC1 (stereo unspecified)	105	103	105	98	96	97	111	72
O=C(NN1C(=O)c2ccccc2C1=O)c1ccc(NC(=O)c2ccccn2)cc1	100	99	98	102	95	98	93	99
CCOC(=O)CCC1=C(CCC(=O)OC)C(C)=N/C1=C\c1[nH]c(-c2ccc[nH]2)cc1OC	70	70	90	89	89	75	82	91
O=C(O)c1c(O)ccc(N=Nc2ccc(N=Nc3ccc4c(S(=O)(=O)O)cccc4c3O)c3ccccc23)c1O	109	104	116	105	109	118	87	103
CCN(CCO)CCCOc1ccc2c(Nc3cc(CC(=O)Nc4cccc(F)c4)[nH]n3)ncnc2c1	57	56	39	50	26	40	63	65

Part of the list above in order of SMILES length, lowest first.
SMILES	DU-145	SF-268	SNB-19	OVCAR-8	SF-539	U251	PC-3	SF-295
NC(=O)COCCO	111	107	105	109	102	102	107	105
FC(F)(F)c1nn[nH]n1	100	94	116	105	106	99	97	106
CC(=O)OC1CC(C)CCC1C(C)C (stereo unspecified)	103	102	95	95	95	104	93	100
CCOC(=O)c1ccc[n+]([O-])c1	119	111	104	101	108	104	102	108
OC(COc1ccc(Cl)cc1)CN1CCCC1 (stereo unspecified)	105	103	105	98	96	97	111	72
Cc1cccc(C)c1Nc1n[nH]c(=S)s1	105	99	109	105	99	103	98	99
COc1ccc(/C(N)=N/C(N)=N/c2nc3ccccc3s2)cc1	81	79	86	97	91	68	62	52
Oc1ccc(/C=N/c2n[nH]c(-c3ccc(Cl)cc3)n2)c(O)c1O	101	91	93	93	92	92	88	97
COc1cc(OC)c(C(=O)/C=C/c2cccc(C(F)(F)F)c2)c(OC)c1	12	15	14	14	-0.2*	9.4*	42	17
O=C(NN1C(=O)c2ccccc2C1=O)c1ccc(NC(=O)c2ccccn2)cc1	100	99	98	102	95	98	93	99
CC(=O)c1sc(Nc2nc(O)c(C3=c4cc(Cl)ccc4=NC3=O)s2)nc1C	104	104	108	100	108	108	90	113
O=C(NCCc1ccccc1)/C(=C\c1ccc(Cl)cc1Cl)NC(=O)c1ccccc1	x	95	99	95	94	97	89	99
COc1ccc2oc(=O)c(-c3nn(-c4ccccc4)cc3-c3nn[nH]n3)cc2c1	105	107	105	108	98	110	94	101
O=C(Cn1cc(CN2CCN(c3ccnc4cc(Cl)ccc34)CC2)nn1)Nc1ccccc1F	111	93	91	103	104	96	81	99
CCN1CCN(C(C(=O)NC(C)(C)C)c2ccc(Cl)cc2)C(=O)c2ccccc2C1=O (stereo unspecified)	110	99	105	91	106	90	86	103
O=C(Nc1cccnc1Nc1ccc(Cl)cc1)c1cn(Cc2cccc(Oc3ccccc3)c2)nn1	60	45	50	54	34	39	35	29
O=C(CSc1nnc(-c2c[nH]c3ccccc23)o1)Nc1cc([N+](=O)[O-])ccc1F	103	72	76	89	95	102	103	112
CCN(CCO)CCCOc1ccc2c(Nc3cc(CC(=O)Nc4cccc(F)c4)[nH]n3)ncnc2c1	57	56	39	50	26	40	63	65
COc1ccc(-c2csc(NC(=O)CSc3nc(-c4ccccc4)c(C#N)c(=O)[nH]3)n2)cc1	110	107	100	102	103	97	101	97
CCOC(=O)CCC1=C(CCC(=O)OC)C(C)=N/C1=C\c1[nH]c(-c2ccc[nH]2)cc1OC	70	70	90	89	89	75	82	91
O=C(O)c1c(O)ccc(N=Nc2ccc(N=Nc3ccc4c(S(=O)(=O)O)cccc4c3O)c3ccccc23)c1O	109	104	116	105	109	118	87	103
C=C(C)[C@@H]1CC[C@]2(C(=O)N[C@H](CO)Cc3ccccc3)CC[C@]3(C)[C@H](CC[C@@H]4[C@@]5(C)CCCNC(C)(C)[C@@H]5CC[C@]43C)[C@@H]12	-87*	-81*	-88*	-76*	-88*	-90*	-85*	-92*

Filtered by structure, those above with a tert-butyl group (2)
SMILES	DU-145	SF-268	SNB-19	OVCAR-8	SF-539	U251	PC-3	SF-295
C/C(=C/C(C)(C)C)C(=O)C(C)(C)C	121	104	108	95	100	99	103	105
CCN1CCN(C(C(=O)NC(C)(C)C)c2ccc(Cl)cc2)C(=O)c2ccccc2C1=O (stereo unspecified)	110	99	105	91	106	90	86	103

(cont.)
SMILES	DU-145	SF-268	SNB-19	OVCAR-8	SF-539	U251	PC-3	SF-295
O=C(NNC(=O)c1nc2cc(F)ccc2n2cccc12)c1cnccn1	45	35	33	24	30	20	44	22
COc1ccc(COc2ccc(/C=C3\C(=O)Nc4ccc(Cl)cc43)cc2)cc1	104	101	100	99	99	100	100	100
CCCCCCCCCCCCCCCCCCOc1ccccc1N	62	57	87	71	20	50	21	54
CCCCCn1sc(=O)n(Cc2ccc(CNC(=O)OCc3ccc4c(Cl)cc(Cl)c(O)c4n3)cc2)c1=O	64	67	49	42	77	40	61	35
COC(=O)c1c(NC(=O)c2cc(C)oc2C)sc(C)c1C	106	89	96	99	93	98	85	94
COc1cc(NS(=O)(=O)c2ccc(N)cc2)ncn1	118	109	100	102	112	102	100	102
O=C1/C(=C/c2ccc([N+](=O)[O-])cc2)Oc2ccc(O)c(-c3ccccc3)c21	86	89	95	92	95	92	77	91
CCOC(=O)C(C)NCc1ccccc1 (stereo unspecified)	110	106	105	105	101	109	86	107
COC(=O)C(OCc1ccccc1Br)C(=O)Nc1ccc([N+](=O)[O-])cc1 (stereo unspecified)	103	97	100	102	105	103	107	103
COC(=O)c1c2c(c(C)[n+]([O-])c1C)C(=O)C(NCc1ccc(F)c(F)c1)=CC2=O	42	12	8.3*	4.6*	2.5*	3.0*	16	18
O=C1C(=O)c2ccccc2C(O)=C1CCCc1ccc(C2CCCCC2)cc1	39	38	40	51	29	45	39	40
O=C(CCC1CCCCC1)OCCCc1ccccc1	113	107	106	106	104	104	92	100
CC(C)(C)C1CCCC(=O)C1 (stereo unspecified)	108	105	113	99	104	103	90	92
CC(=O)c1ccc(N/N=C(/C(=O)c2ccc(Cl)cc2)c2nc(C)cc(=O)[nH]2)cc1	95	96	96	93	91	97	91	95
CCOC(=O)c1c(C)nc2c(c1N)C(=O)C(=O)N2CCc1ccc(OC)c(OC)c1	90	79	85	78	70	58	59	63
CC(=O)c1nn(-c2ccccc2)c2nc3nccc(-c4cc5c(ccc6ccccc65)oc4=O)c3c(=O)n12	105	98	98	92	96	100	90	100
OC(C/C(=N\N1CCCCC1)c1cccs1)(C(F)(F)F)C(F)(F)F	110	96	109	107	103	100	100	101
CCOC(=O)c1ccc(NC(=O)Nc2ccc(-c3cccs3)nc2C)cc1	108	101	104	105	98	79	49	99
Clc1ccc(C2c3ccccc3-c3nccn32)c(Cl)c1 (stereo unspecified)	92	99	89	84	88	86	64	42
O=C(c1ccccc1)C(O)(CN1CCCCC1)c1ccccc1 (stereo unspecified)	106	100	104	100	102	103	96	112
CCCCCCCCCCCCCCCCNCCC[C@@H](C)[C@H]1CC[C@H]2[C@@H]3[C@H](OCCCN)C[C@@H]4C[C@H](OCCCN)CC[C@]4(C)[C@H]3C[C@H](OCCCN)[C@]12C	-82*	-38*	-67*	-49*	-68*	x	-14*	x
CC(N)C(=O)NO (stereo unspecified)	114	104	110	103	98	98	93	99
O=C(NCc1cn(Cc2cccc(Oc3ccccc3)c2)nn1)c1cccnc1Nc1ccc(Cl)cc1	106	97	95	88	106	97	75	87
CN1CCN(c2ccc(Nc3nc(NCCCNC(=O)c4ccc(F)cc4)c4sccc4n3)cc2)CC1	76	75	86	48	-90*	20	51	80
C/C(=N/N=C(N)N)C(=O)O	118	117	108	111	110	104	96	90
CCCC[P+](c1ccccc1)(c1ccccc1)c1ccccc1	62	67	55	43	64	30	27	x
